DDE Tn6 FP inh: inhibitors of Tn6 peptide binding to human fibrin DD(E); 370,000 tested, 0.21% active; inhibition, % at 8.3 µM; AID 720509; Fibrin DD(E) TRITC-Tn6 fluorescence polarization displacement;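 active means inhibition above a per-campaign cutoff: mean of compounds within control limits plus 3 SD, cut at about 15% in these data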;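 further: 0% = median of all compound wells on the plate and 100% = blocking peptide control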
ARFGAP1 inhibitor: rat ARFGAP1 inhibition | Arfgap1-stimulated ARF1 GTP hydrolysis, GDP FP detection | inhibition, % at 16.5 µM | Q62848 | 360,000 tested, 0.26% active;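 active means inhibition above a per-plate limit, mean inhibition of low control wells plus 3 SD, cut at about 25% in these data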;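 further: 0% = DMSO wells with enzyme and 100% = wells lacking Arfgap1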
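Repeats: one replicate per compound; assay system: rat Arfgap1 catalytic domain, aa 1-136; times: enzyme reaction 120 min at 25 °C after 20 min preincubation; detection: FP of antibody-bound GDP Alexa 633 tracer, ex 620/em 688 nm; benchmarks: high control wells lacking Arfgap1, low control full reaction with DMSO; reagent: human ARF1(Δ1-17)-GTP substrate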
ASAP1 inh: blocks human ASAP1-stimulated Arf1 GTP hydrolysis. Q9ULH1. GDP FP detection. inhibition, % at 16.5 µM. 360,000 tested, 0.19% active. AID 624377; in the data active means inhibition above about 25%;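 further: 0% = vehicle with enzyme and substrate and 100% = no enzyme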
PLC-beta3 inh: inhibitors of human phospholipase C beta3. Q01970. AID 720704. Purified PLC-beta3, fluorogenic substrate, fluorescence. inhibition, % at 12.2 µM. 370,000 tested, 0.18% active; in the data active means inhibition above about 11%;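 further: 0% = median of compound wells on plate and 100% = full blocker control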
KLK7 zymogen act: activators of human kallikrein-7 zymogen; activation, % at 7 µM; P49862; 370,000 tested, 0.9% active; purified proKLK7, EDANS-DABCYL substrate fluorescence; 100% is mature enzyme control, 0% vehicle; AID 652039;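 active means activation above the mean of all tested compounds plus 3 SD, computed per campaign excluding outliers beyond control limits, cut at about 13% in these data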
Target sequence (P49862 whole entry, looked up): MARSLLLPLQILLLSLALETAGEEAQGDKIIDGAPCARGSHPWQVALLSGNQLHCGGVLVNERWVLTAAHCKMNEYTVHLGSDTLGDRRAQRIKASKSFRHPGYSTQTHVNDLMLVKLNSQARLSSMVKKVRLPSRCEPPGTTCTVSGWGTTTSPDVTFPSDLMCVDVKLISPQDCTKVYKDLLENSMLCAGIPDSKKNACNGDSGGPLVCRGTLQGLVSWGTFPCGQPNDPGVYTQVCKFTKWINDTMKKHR
Tn7 DDE FP: disrupts Tn7 cyclic peptide binding to fibrin D-Dimer-E complex | P02675 | FP displacement of FITC-Tn7 peptide from fibrin DD(E); 0% = median of compound wells per plate | inhibition, % at 8.3 µM | 370,000 tested, 0.13% active | AID 720508;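 active means inhibition above the mean of compounds falling within the control limits plus 3 SD of them, cut at about 14% in these data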;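 further: 0% = plate median of compound wells and 100% = 10 µM Aha-Tn7 peptide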
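Test system – human fibrin DD(E) · Times – 10 min preincubation, 3 h with tracer, room temperature · Detection – fluorescence polarization of the labelled Tn7 tracer · Measure – percent inhibition normalized to high-control wells · Benchmarks – high control wells with 10 µM unlabelled Aha-Tn7 peptide (full inhibition) · Repeats – singlicate testing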
ADAM17 inh: inhibitors of human ADAM17 | recombinant ADAM17, EDANS/DABCYL FRET peptide cleavage | inhibition, % at 6.95 µM | 370,000 tested, 0.83% active;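 active means inhibition above the mean of compounds lying between control limits plus 3 SD, set per campaign, cut at about 8.5% in these data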;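 further: 0% = DMSO-only wells as the low control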
PLC-gamma1 inh: PLC-gamma1 (human) inhibition, primary screen; 370,000 tested, 0.84% active; purified PLC-gamma1, fluorogenic substrate, fluorescence; P19174; inhibition, % at 12.2 µM; in the data active means inhibition above about 9.5%
MBD2 DNA inh: blocks human MBD2 binding to methylated DNA; Q9UBB5; 370,000 tested, 0.31% active; TR-FRET, MBD2 binding to methylated oligonucleotide; inhibition, % at 4.4 µM; in the data active means inhibition above about 13%
UHRF1 binding: human UHRF1 methylated DNA binding inhibitors; Q96T88; UHRF1 binding to methylated oligo, TR-FRET; inhibition, % at 4.4 µM; 370,000 tested, 0.75% active; AID 687016; in the data active means inhibition above about 21%;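 further: UHRF1 SRA domain binding a hemimethylated CpG hairpin DNA probe; 0% = median of test compound wells and 100% = reference inhibitor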
Target sequence (Q96T88 whole entry, looked up, the tested form may be a part): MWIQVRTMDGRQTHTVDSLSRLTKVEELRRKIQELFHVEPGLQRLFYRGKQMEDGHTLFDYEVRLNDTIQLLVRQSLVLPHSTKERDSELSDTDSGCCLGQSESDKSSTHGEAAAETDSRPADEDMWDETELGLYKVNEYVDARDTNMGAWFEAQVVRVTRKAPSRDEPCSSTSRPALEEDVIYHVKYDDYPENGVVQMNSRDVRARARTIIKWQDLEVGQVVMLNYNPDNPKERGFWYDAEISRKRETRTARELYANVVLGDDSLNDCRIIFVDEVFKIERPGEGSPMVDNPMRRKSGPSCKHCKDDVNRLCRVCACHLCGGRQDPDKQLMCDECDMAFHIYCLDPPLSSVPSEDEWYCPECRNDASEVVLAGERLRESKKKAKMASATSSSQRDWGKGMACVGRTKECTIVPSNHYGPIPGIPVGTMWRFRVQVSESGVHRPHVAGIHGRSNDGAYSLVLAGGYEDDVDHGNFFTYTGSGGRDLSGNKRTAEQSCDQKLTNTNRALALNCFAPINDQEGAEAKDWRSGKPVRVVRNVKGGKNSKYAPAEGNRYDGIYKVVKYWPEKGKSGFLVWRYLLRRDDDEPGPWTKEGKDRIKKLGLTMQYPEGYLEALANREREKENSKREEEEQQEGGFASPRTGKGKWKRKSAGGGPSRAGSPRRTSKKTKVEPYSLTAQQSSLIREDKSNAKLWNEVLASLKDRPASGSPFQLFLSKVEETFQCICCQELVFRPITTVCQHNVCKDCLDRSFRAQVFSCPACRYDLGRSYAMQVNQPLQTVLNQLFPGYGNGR
Starred values were filed as active, the others as inactive; · = no result given.

Molecule,MBD2 DNA inh,KLK7 zymogen act,PLC-beta3 inh,UHRF1 binding,ASAP1 inh,DDE Tn6 FP inh,Tn7 DDE FP,ADAM17 inh,PLC-gamma1 inh,ARFGAP1 inhibitor
CC(=O)Nc1ccc(N2C(=O)CSC2c2ccc([N+](=O)[O-])cc2)cc1 (stereo unspecified),-1,-0.1,2,-1,1,11,-4,-1,3,13
O=C(NCc1ccccn1)c1cc(-c2ccc(Cl)cc2)nc2ccccc12,-2,-0.2,-8,-3,-14,4,-2,-18,-7,1
COc1cc([N+](=O)[O-])ccc1-c1ccc(/C=N/NC(N)=O)o1,-5,0.2,-72,-8,-1,-2,-3,0,-46,4
Cc1ccc(-c2nc(CN(C)Cc3ccc4nccnc4c3)c(C)o2)s1,0,-0.2,-8,1,0,8,3,-6,-5,1
CC(CO)NCC12CC3CC(CC(C3)C1)C2 (stereo unspecified),2,-0.1,-1,1,14,2,0,-5,-4,-9
O=C(OCc1ccccc1)c1cnc(Cl)c(Cl)c1,-1,-0.1,-1,-1,0,2,0,-3,2,11
COc1ccc(C2C(C#N)=C(/N=C/N3CCOCC3)OC3=C2C(=O)CC(C)(C)C3)cc1OC (stereo unspecified),-1,0.6,3,0,11,-6,0,-2,2,5
CC(Oc1cccc(Cl)c1)C(=O)NNC(=O)c1cccnc1 (stereo unspecified),8,0.5,0,0,4,-3,-3,-7,3,4
Cc1ccc(F)c(C2=CC(=O)C[C@H](c3ccc(F)cc3)C2)c1,-9,0.1,-6,0,0,4,5,1,-5,-5
CC1=C(c2ccccc2)[N+](=O)C2(CCCC2)N1[O-],2,-0.4,-1,1,-11,9,4,-3,3,12
CC(=O)N1N=C(c2cccs2)CC1c1cc2cc(C)ccc2nc1Cl (stereo unspecified),10,0.0,-7,4,7,-11,1,-10,-2,10
O=C(NN=C1CCCCCC1)NC1CCCCC1,-3,-1.1,1,-2,-3,-9,-5,2,-2,0
Cc1cc(C)cc(CC(=O)N2CCC2(C)C(=O)NS(=O)(=O)c2ccc(Br)cc2)c1 (stereo unspecified),4,-0.3,-3,0,1,6,-1,-2,-6,-1
Cc1cc2nc(-c3cccc(NC(=O)c4ccc(Br)o4)c3)oc2cc1C,1,1.1,-3,-2,5,-1,-3,-2,-4,10
CCOC(=O)c1cn(CC)c2cc(N3CCOCC3)c(F)cc2c1=O,-3,1.7,-123,4,-7,0,-2,-42,-108,-5
CC(=O)N1CC(c2ccccc2)C(c2ccc(Cl)cc2)=N1 (stereo unspecified),-4,-0.6,-2,1,-2,7,5,0,-1,-5
CCSc1nnc(NC(=O)NC(CC)(C(F)(F)F)C(F)(F)F)s1,5,0.8,0,2,11,0,-5,-4,0,15
CCOC(=O)N1C=CC=C[C@@H]2[C@@H](N3C(=O)c4ccccc4C3=O)C(=O)N21,2,0.3,-3,-2,4,-2,5,-2,-3,-6
CCOc1c(Br)cc(/C=C2\C(=O)N(CCC#N)N=C2C)cc1OC,8,-0.2,13*,16,18,-3,2,8.7*,25*,4
CC(=O)Nc1ccc(C(C#N)=Cc2ccc(N(C)CCC#N)cc2)cc1,8,0.7,-34,13,1,1,2,0,-21,24
Cc1sc2ncn(CC(=O)NCc3ccco3)c(=O)c2c1-c1ccccc1,-1,0.3,-2,-4,6,-3,5,-1,1,-2
Cc1cc(C(=O)OCC(=O)NC(C)C)c(C)o1,1,-0.2,2,1,11,-2,-8,0,5,6
CCCCn1c(N)c(N(Cc2ccccc2OC)C(=O)c2cc(=O)[nH]c3ccccc23)c(=O)[nH]c1=O,0,1.1,-6,2,2,7,-5,-4,0,0
COc1ccccc1/C=N/NC(=O)c1ccc(C)nc1,-3,0.8,-8,-2,4,0,-8,-1,-4,7
Cc1cccc(NC(=O)c2ccccn2)c1C,-1,-0.1,2,-1,-6,-5,6,-4,2,-2
Cc1cc(C)cc(N(CCC#N)C(=O)CSc2n[nH]c(N)n2)c1,-4,0.2,-2,-3,-3,1,-5,0,2,-5
COc1ccc(N)c2c1C(=O)c1ccccc1C2=O,-9,0.2,-2,-14,0,72*,3,-2,0,11
CCn1c(C)[n+](Cc2ccccc2)c2ccc(Cl)cc21,1,-0.3,1,1,0,-6,-3,2,3,-4
CCN(CC(=O)NCc1cccs1)C(=O)/C=C/c1cccc(Br)c1,-2,0.4,-8,-2,5,1,-11,-4,-4,-13
COc1ccc(C)cc1NC(=O)c1ccc2c(SCC(=O)O)c3c(nc2c1)CCCC3,2,0.7,-17,-1,0,4,2,-2,-9,-8
Cc1ccccc1NC(=O)C(=O)c1cn(C)c2ccccc12,-6,-0.3,5,-3,-8,6,5,-2,0,-5
S=C1Nc2cc(Cl)ccc2Sc2ccccc21,-2,0.1,0,-2,-7,-3,-5,1,3,6
O=C(COC(=O)/C=C/c1ccccc1[N+](=O)[O-])Nc1ccc(S(=O)(=O)N2CCOCC2)cc1,-3,0.3,4,0,-8,9,0,0,-5,6
O=C(C1CCCN1S(=O)(=O)c1ccc(Cl)c(Cl)c1)N1CCOCC1 (stereo unspecified),1,-0.3,3,-2,-17,-6,-1,-2,2,5
COCCN1C(=O)N[C@@H](c2cccc(C(F)(F)F)c2)[C@@H](C(=O)OC)[C@H]1C,9,0.6,3,3,8,-4,7,-3,2,6
COc1ccc(S(=O)(=O)NCc2cccnc2)cc1C(=O)N1CCCCC1,-2,0.2,-5,2,3,1,-2,0,2,-8

Compound profiles (already shown):
Profile of CC(=O)N1N=C(c2cccs2)CC1c1cc2cc(C)ccc2nc1Cl (stereo unspecified) → MBD2 DNA inh = 10; KLK7 zymogen act = 0.0; PLC-beta3 inh = -7; UHRF1 binding = 4; ASAP1 inh = 7; DDE Tn6 FP inh = -11; Tn7 DDE FP = 1; ADAM17 inh = -10; PLC-gamma1 inh = -2; ARFGAP1 inhibitor = 10
Profile of Cc1sc2ncn(CC(=O)NCc3ccco3)c(=O)c2c1-c1ccccc1 → MBD2 DNA inh = -1; KLK7 zymogen act = 0.3; PLC-beta3 inh = -2; UHRF1 binding = -4; ASAP1 inh = 6; DDE Tn6 FP inh = -3; Tn7 DDE FP = 5; ADAM17 inh = -1; PLC-gamma1 inh = 1; ARFGAP1 inhibitor = -2
Profile of O=C(OCc1ccccc1)c1cnc(Cl)c(Cl)c1 → MBD2 DNA inh = -1; KLK7 zymogen act = -0.1; PLC-beta3 inh = -1; UHRF1 binding = -1; ASAP1 inh = 0; DDE Tn6 FP inh = 2; Tn7 DDE FP = 0; ADAM17 inh = -3; PLC-gamma1 inh = 2; ARFGAP1 inhibitor = 11

Nothing new here: 6 of the compounds above.
Molecule,MBD2 DNA inh,KLK7 zymogen act,PLC-beta3 inh,UHRF1 binding,ASAP1 inh,DDE Tn6 FP inh,Tn7 DDE FP,ADAM17 inh,PLC-gamma1 inh,ARFGAP1 inhibitor
Cc1cccc(NC(=O)c2ccccn2)c1C,-1,-0.1,2,-1,-6,-5,6,-4,2,-2
Cc1cc(C)cc(N(CCC#N)C(=O)CSc2n[nH]c(N)n2)c1,-4,0.2,-2,-3,-3,1,-5,0,2,-5
COc1ccc(N)c2c1C(=O)c1ccccc1C2=O,-9,0.2,-2,-14,0,72*,3,-2,0,11
CCn1c(C)[n+](Cc2ccccc2)c2ccc(Cl)cc21,1,-0.3,1,1,0,-6,-3,2,3,-4
CCN(CC(=O)NCc1cccs1)C(=O)/C=C/c1cccc(Br)c1,-2,0.4,-8,-2,5,1,-11,-4,-4,-13
COc1ccc(C)cc1NC(=O)c1ccc2c(SCC(=O)O)c3c(nc2c1)CCCC3,2,0.7,-17,-1,0,4,2,-2,-9,-8

Other results:
Molecule,MBD2 DNA inh,KLK7 zymogen act,PLC-beta3 inh,UHRF1 binding,ASAP1 inh,DDE Tn6 FP inh,Tn7 DDE FP,ADAM17 inh,PLC-gamma1 inh,ARFGAP1 inhibitor
CC(C)(C)C(=O)OC12CCCN(C1)/C(=C/c1ccc(Cl)cc1)C2 (stereo unspecified),2,0.9,1,1,·,1,-6,-1,-1,·
CC(C)NS(=O)(=O)c1ccc(OCC(=O)N2CCCC2)cc1,4,0.2,1,4,1,0,2,-4,-1,-7
CCCN(Cc1nnc(-c2ccccc2Cl)o1)C(=O)c1oc2ccccc2c1C,5,-0.1,-4,1,8,-5,0,1,-1,6
CCOC(=O)c1cc(NC(=O)c2ccc(Cl)cc2)c(=O)oc1-c1ccccc1,-1,0.6,1,0,9,4,0,-3,4,-1
CCn1c(CSc2nc(C)cc(C)n2)nnc1SCC(=O)Nc1ccccc1,-6,-0.4,5,0,5,1,-11,2,5,-9
O=[N+]([O-])c1cc(-c2nnc(C34CC5CC(CC(C5)C3)C4)o2)cc([N+](=O)[O-])c1,-6,-0.5,1,1,-4,3,7,1,-1,-8
CCOC(=O)N1CCN(C(=O)c2c[nH]c3ccc(S(=O)(=O)N(C)c4ccc(OCC)cc4)cc3c2=O)CC1,1,-2.1,-5,-3,20,-3,-8,-10,1,-1
O=C(COC(=O)c1cccc(S(=O)(=O)N2CCN(c3ccccc3)CC2)c1)NCC1CCCO1 (stereo unspecified),9,-0.3,-4,6,2,-5,-4,-6,1,-12
N#Cc1c2c(c(NCCOCCO)n3c1nc1ccccc13)CCCC2,-1,6.3,-355,3,3,-1,-4,-73,-237,8
O=[N+]([O-])c1ccc(F)cc1OCc1cccc(S(=O)(=O)N2CCOCC2)c1,-3,0.1,-6,2,-10,1,4,-4,1,5
COc1cccc(OCCOc2ccc(/C=C3/SC(=S)NC3=O)cc2)c1,0,-0.2,-5,-1,6,0,0,-1,1,0
COc1ccc2ccccc2c1/C=N/Nc1ccc(Cl)c(C(=O)O)c1,-4,0.1,-18,-3,-4,-2,-4,-1,-9,-3

ADAM17 inh: what is marked active above
Compound,MBD2 DNA inh,KLK7 zymogen act,PLC-beta3 inh,UHRF1 binding,ASAP1 inh,DDE Tn6 FP inh,ADAM17 inh,PLC-gamma1 inh,ARFGAP1 inhibitor
CCOc1c(Br)cc(/C=C2\C(=O)N(CCC#N)N=C2C)cc1OC,8,-0.2,13*,16,18,-3,8.7*,25*,4

Carrying on:
Molecule,MBD2 DNA inh,KLK7 zymogen act,PLC-beta3 inh,UHRF1 binding,ASAP1 inh,DDE Tn6 FP inh,Tn7 DDE FP,ADAM17 inh,PLC-gamma1 inh,ARFGAP1 inhibitor
CC(C)CC(COCc1ccc(F)cc1)N1CCN(C(=O)c2cccc(C(F)(F)F)c2)CCC1=O (stereo unspecified),6,-0.5,0,3,-16,3,-2,-1,7,9
Cc1ccnc(NC(=O)c2ccc3c(c2)C(=O)N(CCC(C)C)C3=O)c1,0,0.5,-3,-1,-6,6,2,-1,4,10
CCN(CC)S(=O)(=O)c1ccc(N=NC2=C(O)CCCC2=O)cc1,-1,-0.1,2,-1,-2,-3,-1,0,1,3
Cc1cc(NC(=O)CSc2n[nH]c(CC(C)C)n2)no1,-3,-0.4,4,-1,9,-8,-5,2,7,-8
COc1ccc(-c2nnnn2-c2ccccc2OC)cc1,-4,0.7,3,-2,21,3,-1,-1,3,-10
Cc1cc(Cl)c(S(=O)(=O)N2CCSCC2)cc1OCC(=O)NC1CCCCC1,0,0.3,3,-1,-2,-2,1,-5,-3,8
CC(C)(C)c1nnc(NC(=O)c2ccc(Cl)nc2)s1,-1,-0.2,1,0,-5,3,6,-2,0,-6
